Screening data from PubChem.
hcDAF-12 act: activators of H. contortus DAF-12 nuclear receptor. HEK293 hcDAF-12 lit1-tk-luc reporter, luminescence; 0% DMSO, 100% Δ7-dafachronic acid. activation, % at 6.8 µM. 370,000 compounds, 1.4% hits;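 active = activation above the mean of all tested compounds plus 3 SD, cut at about 5.5% in these data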;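 note: 100% = response to 3 µM Δ7-dafachronic acid high control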
SMARCA2 act: increases SMARCA2 function in MMTV reporter cells | AID 652017 | MG213 cells, MMTV-luciferase reporter, dexamethasone, overnight | 370,000 compounds, 1% hits | activation, % at 9.1 µM; in the data active = activation above about 7.8%;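 note: 0% = vehicle wells and 100% = reference activator wells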
ssDAF-12 act: S. stercoralis DAF-12 activation, primary screen. 370,000 compounds, 1% hits. activation, % at 6.8 µM. HEK293 ssDAF-12/GRIP1 lit1-tk-luc reporter, luminescence; % of 3 µM dafachronic acid response;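 active = activation above the mean over all tested compounds plus 3 SD, cut at about 0.9% in these data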;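 note: 0% = DMSO-only wells and 100% = 3 µM delta7-dafachronic acid wells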
FXN GAA850 act: increases GAA850 frataxin promoter reporter activity; activation, % at 6 µM; AID 540364; 360,000 compounds, 0.56% hits; HEK293 lucGAA850 FXN promoter luciferase reporter, 24 h; percent of 10 µM SAHA response;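 active = activation above the average of all compounds screened plus 3 SD, cutoff fixed separately per campaign, cut at about 7.5% in these data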;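 note: 0% = DMSO wells and 100% = 10 µM SAHA wells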
NPR2 activator: GC-B (human) receptor activation; P20594; HEK293-GC-B cells, CNP EC30, cGMP TR-FRET; 0% at EC30 CNP, 100% saturating CNP; activation, % at 10 µM; 370,000 compounds, 0.11% hits;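 active = activation at 10 µM reaching about 35% in either raw or pattern-adjusted values, limit read from the data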
proKLK7 act: activators of human kallikrein-7 zymogen; P49862; purified proKLK7, EDANS-DABCYL substrate fluorescence; 100% is mature enzyme control, 0% vehicle; activation, % at 7 µM; 370,000 compounds, 0.9% hits; AID 652039;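 active = activation above the mean of all tested compounds plus 3 SD, computed per campaign excluding outliers beyond control limits, cut at about 13% in these data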
DAX1 inh-1: DAX1 (NR0B1) inhibition, primary screen; HEK293T StAR-luciferase reporter, SF-1/DAX-1 repression relief; inhibition, % at 6.8 µM; 370,000 compounds, 1.1% hits; AID 652010;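 active = inhibition above the mean over all tested compounds plus 3 SD, cut at about 3.6% in these data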;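 note: 0% = DAX-1 cells with DMSO and 100% = cells lacking DAX-1 with DMSO; higher inhibition means more luminescence from relief of DAX-1 repression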
DAX1 inh-2: inhibits human nuclear receptor DAX1; P51843; HEK293 Gal4-DAX1 luciferase reporter, luminescence; inhibition, % at 6.75 µM; 340,000 compounds, 0.99% hits; AID 504766;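 active = inhibition above the mean over all tested compounds plus 3 SD, cut at about 4.2% in these data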;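 note: 0% = DAX1-transfected cells with DMSO and 100% = empty-vector control cells with DMSO; inhibition shows as a rise in luminescence from relieved DAX1 repression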
GC-A act: GC-A (human) enzyme activation; HEK293 GC-A cells, cGMP TR-FRET, EC30 ANP; 0% at EC30 ANP, 100% saturating ANP; 370,000 compounds, 0.14% hits; activation, % at 10 µM; P16066; in the data active = activation above about 40%
Target sequence (P16066 whole entry, looked up): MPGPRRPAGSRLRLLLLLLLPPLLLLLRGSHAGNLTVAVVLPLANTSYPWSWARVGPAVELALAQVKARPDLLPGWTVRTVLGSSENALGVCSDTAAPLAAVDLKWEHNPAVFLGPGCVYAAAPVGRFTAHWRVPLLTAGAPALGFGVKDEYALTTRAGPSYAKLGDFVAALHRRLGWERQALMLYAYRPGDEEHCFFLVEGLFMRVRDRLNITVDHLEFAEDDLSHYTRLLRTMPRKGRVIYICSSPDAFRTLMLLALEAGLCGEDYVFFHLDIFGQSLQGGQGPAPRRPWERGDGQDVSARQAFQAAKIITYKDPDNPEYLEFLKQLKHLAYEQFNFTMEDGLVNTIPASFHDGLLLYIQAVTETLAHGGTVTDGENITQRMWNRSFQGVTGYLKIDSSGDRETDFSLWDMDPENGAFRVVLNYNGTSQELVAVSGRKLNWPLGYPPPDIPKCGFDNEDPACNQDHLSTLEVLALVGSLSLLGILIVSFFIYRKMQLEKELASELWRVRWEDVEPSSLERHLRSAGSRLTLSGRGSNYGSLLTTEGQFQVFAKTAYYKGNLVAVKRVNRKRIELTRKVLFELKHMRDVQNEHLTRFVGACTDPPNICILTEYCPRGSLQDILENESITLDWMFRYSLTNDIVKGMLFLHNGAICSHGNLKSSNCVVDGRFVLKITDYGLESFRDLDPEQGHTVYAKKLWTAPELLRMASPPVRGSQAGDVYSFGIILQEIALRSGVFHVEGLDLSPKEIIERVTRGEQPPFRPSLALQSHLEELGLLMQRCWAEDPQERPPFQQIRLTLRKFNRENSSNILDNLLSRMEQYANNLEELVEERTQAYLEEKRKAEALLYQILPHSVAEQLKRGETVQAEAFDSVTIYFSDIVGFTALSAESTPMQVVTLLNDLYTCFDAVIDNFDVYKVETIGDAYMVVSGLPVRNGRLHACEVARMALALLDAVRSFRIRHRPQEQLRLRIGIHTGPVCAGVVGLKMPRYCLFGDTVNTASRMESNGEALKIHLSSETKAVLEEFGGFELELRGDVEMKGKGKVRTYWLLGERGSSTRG
sPLA2-III inh: Inhibits HGIII-sPLA2 liposome hydrolysis, primary screen; inhibition, % at 12.2 µM; 370,000 compounds, 0.56% hits; QFRET BODIPY PC-A2 liposome hydrolysis, fluorescence; Q9NZ20;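 active = inhibition above mean plus 3 SD of compounds lying within the high and low control bounds, cut at about 19% in these data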;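 note: 0% = median of test compound wells and 100% = no enzyme DMSO wells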
hgDAF-12 ag: agonists of H. glycines DAF-12 nuclear receptor. AID 687014. HEK293 GAL4-hgDAF12 UAS-luciferase reporter, agonist luminescence; normalized to butyrate control. activation, % at 6.8 µM. 370,000 compounds, 1.8% hits;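 active = activation above a cutoff set at the mean of all screened compounds plus 3 SD, cut at about 10% in these data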;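 note: 0% = DMSO wells and 100% = sodium butyrate wells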
The depositor's hits bear a star; / = not tested or not shown.

Values run as follows: hcDAF-12 act, SMARCA2 act, ssDAF-12 act, FXN GAA850 act, NPR2 activator, proKLK7 act, DAX1 inh-1, DAX1 inh-2, GC-A act, sPLA2-III inh, hgDAF-12 ag
CCN(CC)S(=O)(=O)c1ccc(N2CCCC2)c(NC(=O)c2ccncc2)c1
  0.0, -3, -1.4, 0.2, -4, -0.3, -1.1, 0.8, -3, -4, -0.8
CCOC(=O)N1CCN(C(=O)c2cc3ccccc3o2)CC1
  -1.4, -3, -1.2, -1.2, 4, 0.5, -0.2, 0.0, 0, 7, -0.8
COc1cc2c(c3oc(-c4ccccc4)cc(=O)c13)C=CC(C)(C)O2
  -4.5, -1, -2.0, -1.0, 4, -0.9, -4.4, -3.6, 8, -19, -7.1
CCN(CC(=O)Nc1c(F)cccc1F)C(=O)C1CCN(S(=O)(=O)c2ccc(C)cc2C)CC1
  -1.1, -1, -1.0, 0.7, 0, -0.5, 0.3, 0.1, -1, -1, 2.8
COc1nnc(-c2ccc(N3CCOCC3)c(NC(=O)c3ccc(C)cc3)c2)c2ccccc12
  -0.9, -4, -0.9, 0.4, 7, -0.7, -0.1, 1.0, 5, -10, -2.3
CCOC(=O)CN(C(=O)Cn1nnc2ccccc21)C(C(=O)NCCOC)c1ccccc1C (stereo unspecified)
  -1.6, -2, -0.8, 2.1, 5, 0.1, -0.4, -0.7, 5, 0, 0.7
O=C(COc1cccc(Cl)c1)Nc1cc(S(=O)(=O)N2CCOCC2)ccc1N1CCOCC1
  -0.9, -3, -1.4, -0.6, 9, 0.1, -0.2, 1.7, -2, 6, 0.2
Cc1cc(N2CCN(c3nnnn3-c3ccccc3)CC2)n2ncnc2n1
  -0.9, -1, -0.9, -0.1, -3, 0.4, -1.0, 0.5, -5, 2, -1.2
COc1ccc(S(=O)(=O)N2CCC(C(=O)Nc3ccc4c(c3)OCCO4)CC2)cc1OC
  -1.0, -5, -1.4, 0.3, -4, 0.2, -0.6, -0.5, 1, -7, -1.9
CC1C(=O)N(Cc2cn(CC3CCCCC3)nn2)CCS(=O)(=O)N1Cc1ccc(-c2ccccc2)cc1 (stereo unspecified)
  -0.6, -4, -0.9, -1.6, -6, 0.2, -1.2, -0.9, 0, -23, -4.5
CCC(=O)Nc1ccc2nc(SCC(=O)N3CCOCC3)sc2c1
  -1.7, 0, -0.9, 0.0, 2, -0.5, -0.5, -0.6, 1, -2, 0.7
CNCC(O)CN(c1ccccc1)c1ccccc1 (stereo unspecified)
  -0.3, -1, -1.0, 3.0, -2, -0.3, 0.8, 0.6, -6, 6, 1.5
Cc1cc(C)n(-c2ccc(NC(=O)C3CCCCN3C(=O)c3cc(C)oc3C)cc2)n1 (stereo unspecified)
  -1.4, -3, -1.0, 1.4, 0, 0.4, -0.2, -0.3, 3, -25, 0.5
Cc1ccc2c(=O)cc(C(=O)NC3CCS(=O)(=O)C3)oc2c1 (stereo unspecified)
  -1.1, -4, -0.9, -1.8, -6, -0.3, -0.3, 1.3, -2, 6, 2.2
CCOC(=O)N1CCN(C(=O)C(=O)NNC(=O)COc2ccc(Cl)cc2)CC1
  1.5, 1, -1.7, 0.2, 0, -0.2, -0.2, -0.9, -3, 2, 0.7
COc1ccc(CC(N)c2csc(NC(=O)Nc3ccc(C(C)C)cc3)n2)cc1 (stereo unspecified)
  -1.1, -5, -1.8, -1.1, 2, -0.3, 0.1, /, -4, 15, 4.2
Cc1sc2nc(CSCC(=O)NC(C)(C)C)[nH]c(=O)c2c1C
  1.2, -2, -0.5, 1.7, -2, -0.3, 0.1, -1.1, -6, 5, 1.4
COc1cc(-c2cc(C(=O)OCC(=O)Nc3ccc4c(c3)OCO4)c3ccccc3n2)cc(OC)c1OC
  0.6, -1, -1.0, -1.9, 6, 0.4, 0.6, -1.6, 3, -1, 1.3
NC(=O)[C@@H]1CCCN1Cc1c(C(=O)N2CCc3ccccc3C2)nc2ccc(Cl)cn12
  1.1, 0, -0.2, 0.4, 0, 0.0, 0.3, -1.0, 0, -5, -2.4
Cc1ccsc1C(=O)N(C)C1CCS(=O)(=O)C1 (stereo unspecified)
  -1.0, 0, -1.5, 0.9, -12, -0.1, 3.2, 0.6, 3, -3, 0.5
O=C(NCCOc1ccccc1)C1CCC(=O)N(CCc2ccc(Cl)cc2)C1 (stereo unspecified)
  -2.5, 1, -0.7, -0.2, -5, 0.2, 0.7, 0.1, -8, -11, 3.6
COc1cc([N+](=O)[O-])ccc1Nc1nc(C)cc(C)n1
  1.5, -1, 0.1, -0.4, -6, -1.0, -0.1, -0.2, -3, 5, 3.6
Cn1c2ccccc2c2cc(/C=N/NC(=O)c3ccccc3F)ccc21
  -2.2, 2, -1.3, -0.7, -6, -202, -0.3, 1.2, -4, -15, 3.8
COc1ccc(NC(=O)CSc2nnnn2C2CCCC2)cc1
  -0.2, 1, -1.2, -1.3, 2, -0.4, -0.4, 2.4, 4, -6, -0.8
CCOC(=O)c1c(NC(=O)c2ccc(S(=O)(=O)N3CCOCC3)cc2)sc2c1CCN(C(C)C)C2
  -0.5, 2, -1.2, 5.3, -2, -5.2, 0.5, 0.1, 10, -15, -1.5
O=C(Nc1cccc(S(=O)(=O)N2CCOCC2)c1)c1cn(-c2ccccc2)nc1-c1ccc(F)cc1
  0.8, -3, 0.5, 2.7, 4, -0.2, 0.1, 1.3, -7, -5, -0.5
CC(=O)Nc1ccc(CN(C)c2c(C)nc3ccc(C(=O)N4CCN(C(=O)c5ccco5)CC4)cn23)cc1
  -0.2, 1, -1.1, -0.4, 2, -0.5, -0.6, /, 2, 2, 1.7
Cc1c(NC(=O)C(=O)/C=C(\O)c2ccc(Cl)cc2)c(=O)n(-c2ccccc2)n1C
  -0.8, -4, -0.5, 2.6, 2, -0.4, -0.5, -0.4, -2, -9, -3.7
Cc1sc2ncnc(N3CCN(Cc4ccccc4)CC3)c2c1-c1ccc(F)cc1
  -2.4, -2, -0.7, -0.8, -3, -0.8, 0.0, 2.0, -8, 3, -0.7
COc1cccc(OC)c1C(=O)NC(=S)Nc1cc(-c2nc3ccccc3[nH]2)ccc1Cl
  -3.4, 1, -1.7, -0.4, 18, -0.4, -1.8, -2.1, 7, -1, -0.9
O=C(O)Cn1cc(/C=C2/SC(=O)N(CC(=O)N3CCCCCC3)C2=O)c2ccccc21
  2.4, -3, -0.1, /, -1, 0.2, -0.1, /, 1, -17, 3.2
COc1ccc(NC(=O)c2ccc3c(c2)n(C)c(=O)n3C)cc1
  -1.9, 1, -1.8, 2.2, -2, -0.3, 0.1, 6.4*, -2, -5, 0.3
CCN(CC(=O)Nc1cc(OC)ccc1OC)Cc1nc2ccccc2c(=O)[nH]1
  -0.7, -1, -1.6, -1.4, 0, -0.3, -0.4, -1.2, -9, 1, -2.9
O=C(c1ccc(=O)[nH]n1)N1CCc2ccccc2C1
  -1.2, 0, -1.4, 2.2, 5, 0.1, 0.4, 0.4, 0, -2, -2.5
O=C(CNC(=O)Cc1ccccc1)NCc1cccc(C(F)(F)F)c1
  -1.9, -2, -0.4, -1.6, 2, 0.8, 0.0, -0.7, 0, -5, 0.0
CCNc1nc(NCC)n2c(SCC(=O)Nc3ccccc3[N+](=O)[O-])nnc2n1
  -1.3, -2, -1.1, 1.0, 4, -0.2, -0.3, 3.5, 2, 0, -0.6
C/C(=N\NC(=O)c1nnn(-c2nonc2N)c1-c1ccc2c(c1)OCO2)c1ccc(F)cc1
  0.3, 0, -0.4, 1.9, -2, -0.5, 0.0, 0.8, -4, -9, 0.3
N/N=c1\sc2ccccc2n1-c1ccccc1
  -0.8, -2, -1.3, 2.2, -1, -0.3, -0.2, -0.2, -2, 0, -1.0
CCOC(=O)[C@H]1[C@H]2COc3cc(OC)ccc3[C@@H]2N2C(=O)c3ccc(F)cc3NC(=O)[C@@]12C
  -0.9, -1, -1.6, -9.1, 3, -0.1, -0.4, 1.8, 0, 15, 0.2
O=C(COC(=O)/C=C/c1ccccc1)NCc1ccc(Cl)cc1
  0.0, -1, -0.9, 2.3, -3, -0.7, 0.2, -0.3, 0, -6, -2.4
O=C(Nc1nnc(-c2ccccc2Cl)o1)c1cccnc1
  -0.5, 1, -1.2, 5.9, -2, 0.2, 0.6, 0.0, -1, 0, 3.5
Nc1no[n+]([O-])c1-c1ccccc1
  -1.4, 1, -0.6, -1.6, 5, -0.3, 0.1, -1.1, 0, -3, 0.3
CC1SC(=S)N(c2ccc(N(C)C)cc2)C1=O (stereo unspecified)
  1.4, 0, -1.2, -1.3, 1, 1.9, -0.3, -0.7, -2, 5, 0.5
CCN(CC)CCNC(=O)c1ccc2c(c1)ncn2C1CCCCC1
  -1.7, 0, -1.0, 2.7, 4, 0.1, 0.7, -0.8, -13, 1, 1.2
CC(=O)Nc1ccc(C=C(C(C)=O)C(C)=O)cc1
  0.6, -1, -0.9, 0.8, 0, 0.1, 0.7, 3.7, -6, 9, -2.6
O=C(CSc1ncnc2c1cnn2Cc1ccccc1)Nc1ccc2c(c1)OCCO2
  -1.9, -4, -1.4, -3.5, 3, -0.2, -0.9, -0.4, 0, 4, 0.0
Cn1c(CN2CCOCC2)nnc1SCC(=O)Nc1ccc([N+](=O)[O-])cc1O
  -1.7, -1, -1.1, 1.3, 1, 0.1, -0.4, 1.0, 0, 4, -3.1
O=C(Cc1ccc2c(c1)OCCO2)N1CCN(S(=O)(=O)c2ccccc2C(F)(F)F)CC1
  -2.9, -3, -2.0, -2.6, -3, -0.1, -0.1, -0.6, -2, 1, -2.6
Cc1ccc2nsnc2c1S(=O)(=O)N1CCCC1C(=O)O (stereo unspecified)
  -0.9, -6, -1.4, 1.5, 3, 0.0, 0.5, -0.4, 1, 8, 1.0
O=C(N/N=C/c1coc2ccccc2c1=O)c1ccccc1
  1.0, 1, -1.5, 3.3, -3, 5.6, 0.4, 0.8, 0, -2, 0.6
O=C(Cn1c(=O)oc2cc(S(=O)(=O)N3CCCC3)ccc21)N1CCN(c2ccccc2F)CC1
  -3.5, -6, -1.4, -2.7, 8, 0.3, -1.3, -0.3, 4, 3, -5.8
O=C(O)c1cc([N+](=O)[O-])ccc1NCCO
  1.4, -4, -0.4, 1.5, 8, 0.4, -0.4, -1.4, -3, 15, -2.1
C=CCn1c(N)c(C(=O)N2CCN(C)CC2)sc1=S
  -0.3, 1, -1.1, -1.6, 8, 0.1, 0.3, 1.5, -2, 1, 1.3
O=C(c1ccco1)N1CCN(C(=O)C2(S(=O)(=O)c3ccc(Cl)cc3)CC2)CC1
  -1.5, 6, -1.1, -0.5, -2, 0.5, -0.2, -0.2, 4, 1, 0.8
COc1ccc(OC)c(NC(=O)c2cc3ccccc3o2)c1
  4.6, 0, 0.1, 3.6, -7, -0.4, 1.1, 2.1, -1, -2, 2.8
OCCC1CN(Cc2ccc3nsnc3c2)CCN1CCc1ccccc1 (stereo unspecified)
  1.0, 2, -0.5, 1.5, -1, 0.5, 0.1, 0.5, 2, 2, 8.8
COc1ccc(N/C(=C\C(=O)c2ccccc2)c2ccccc2)cc1OC
  -1.3, -1, -1.0, /, -8, 0.4, 1.8, /, -2, -8, 5.2
O=C(CSc1nnnn1Cc1ccccc1)Nc1cccc(F)c1
  -1.1, -1, -1.3, -0.7, 0, -0.2, 0.1, 0.0, -7, -9, 2.8
